esBAF inh – Bmi1 luciferase reporter increase in mESCs, primary screen, esBAF inhibitor project, mouse ES cells, Bmi1 luciferase knock-in, single point. 24 h; 100% = twice the neutral-well signal. AID 602393, 2012. 2% of 350,000 active. reporter increase, % at 12.5 µM; in the data active = activation above about 40%;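 also: 0% = median of the plate's neutral control wells and 100% = double that signal; a rise in the Bmi1 reporter signal indicates esBAF inhibition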
EWS-Fli block – EWS/Fli-driven NR0B1 reporter inhibitors, primary screen, A673 cells, NR0B1 luciferase, luminescence, MLPCN library; viability-normalised; inhibition, % at 12.6 µM; 0.67% of 350,000 active;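 active = mean inhibition of at least 50% after viability correction, with every replicate also passing that limit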;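 also: firefly luciferase signal divided by Alamar Blue viability fluorescence both relative to DMSO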
RAD54 inh – inhibitors of human RAD54 branch migration, primary screen, biochemical, fluorescence, single point. 0.14% of 360,000 active. inhibition, % at 10.4 µM. AID 602329, 2012. DNA repair and recombination protein RAD54-like (Homo sapiens), Q92698. RAD54 Holliday junction branch migration, FAM/BHQ fluorescence;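 active = mean normalized replicate activity at least 40 and at least half of replicates scoring 40 or more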;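 also: 0% = median of neutral control wells and 100% = median of positive control wells; inhibitors cause a drop in the FAM fluorescence signal; in these data hits start at about 50%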
FN deposition inh – inhibitors of fibronectin matrix deposition, primary screen, AH1F cells, Alexa488-fibronectin fluorescence, plate reader; inhibition, % at 12.6 µM; AID 743247, 2014; 0.086% of 350,000 active; AH1F fibroblasts, overnight;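 active = mean inhibition across replicates of 30% or more, regardless of how many single replicates reach that level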;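 also: positive control wells lacked labelled fibronectin entirely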
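Material: AH1F fibroblasts assembling fluorescent fibronectin matrix; amount: 10000 AH1F cells/well; medium: DMEM, 2% serum; reagent: Alexa488-fibronectin, 24 nM final in well; dosing: single compound dose, delivered by pin transfer; incubation: 1 h adhesion, overnight exposure; detection: fluorescence after three HBSS washes, excitation 485 nm, emission 525 nm; measure: fibronectin deposition inhibition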
S100A4 MyoIIA – inhibitors of S100A4-myosin IIA peptide binding, primary screen, biochemical, fluorescence polarization, TAMRA-MyoIIA peptide; inhibition, % at 10.7 µM; 0.14% of 360,000 active; AID 652163, 2013;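 active = mean inhibition of at least 70% across replicates, with every replicate also reaching that level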
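Test system – S100A4 monomer (human) · Compound – single-point compound testing · Schedule – 5 min incubation before reading · Probe or stimulus – TAMRA-labelled myosin IIA heavy-chain peptide probe, 5 nM · Benchmarks – neutral control DMSO, positive control TFP · Medium – Calcium-containing HEPES buffer, pH 7.2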
XiGFP reactiv – activators of inactive X chromosome reactivation, primary screen, imaging, XiGFP fibroblasts, GFP high-content imaging, set 2; 0.055% of 360,000 active; activation, % at 7.58 µM; XiGFP mouse fibroblasts, % GFP-positive cells imaging, 3 d; cells co-treated with 5-aza-dC sensitizer; scaled so ellipticine positive control = 100%;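 active = mean normalized replicate activation at least 10% and every replicate at or above 10%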;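 also: 0% = median of on-plate neutral control wells and 100% = ellipticine 6 µM median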
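assay system = SV40-immortalized XiGFP fibroblast cells, line 68-5-11 | buffer or medium = DMEM plus 5-aza-dC sensitizer | doses = single-point pinned compound dosing | times = 3-day compound exposure, then 15 min fixation at room temperature | benchmarks = positive control ellipticine, 6 µM final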
RAD52 anneal inh – RAD52 DNA annealing inhibitors, primary screen, biochemical, FRET, single point, set 2; inhibition, % at 18.7 µM; recombinant RAD52 DNA annealing, FRET fluorescence; 0.46% of 360,000 active; AID 651710, 2012;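 active = every replicate showing at least 50% inhibition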
Target sequence (P43351 whole entry, looked up): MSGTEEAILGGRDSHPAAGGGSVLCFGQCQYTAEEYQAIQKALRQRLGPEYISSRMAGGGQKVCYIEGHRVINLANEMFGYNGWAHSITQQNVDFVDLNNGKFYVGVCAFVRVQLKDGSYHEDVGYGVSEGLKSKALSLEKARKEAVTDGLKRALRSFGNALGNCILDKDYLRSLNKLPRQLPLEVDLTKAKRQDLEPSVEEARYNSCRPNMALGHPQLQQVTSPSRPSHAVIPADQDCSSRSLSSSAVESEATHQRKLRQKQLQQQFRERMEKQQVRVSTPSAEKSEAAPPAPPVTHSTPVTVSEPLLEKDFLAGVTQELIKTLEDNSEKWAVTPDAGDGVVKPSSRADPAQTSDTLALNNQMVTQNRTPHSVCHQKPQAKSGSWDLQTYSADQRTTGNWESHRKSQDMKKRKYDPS
E-selectin induc – E-selectin induction in HUVECs, primary screen, imaging, HUVEC, immunofluorescence imaging, single point | normalized: neutral wells 0, TNF-alpha wells 100 | activation, % at 7.58 µM | 0.37% of 260,000 active | AID 686992, 2013;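 active = mean E-selectin-positive cell signal at least 10% of the positive control, reached in at least 60% of replicates, without over 20% cell loss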;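 also: in these data hits start at about 27%; measured in HUVEC primary endothelial cells; signal is the percent of cells scored E-selectin positive by PE staining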
Target sequence (P16581 whole entry, looked up): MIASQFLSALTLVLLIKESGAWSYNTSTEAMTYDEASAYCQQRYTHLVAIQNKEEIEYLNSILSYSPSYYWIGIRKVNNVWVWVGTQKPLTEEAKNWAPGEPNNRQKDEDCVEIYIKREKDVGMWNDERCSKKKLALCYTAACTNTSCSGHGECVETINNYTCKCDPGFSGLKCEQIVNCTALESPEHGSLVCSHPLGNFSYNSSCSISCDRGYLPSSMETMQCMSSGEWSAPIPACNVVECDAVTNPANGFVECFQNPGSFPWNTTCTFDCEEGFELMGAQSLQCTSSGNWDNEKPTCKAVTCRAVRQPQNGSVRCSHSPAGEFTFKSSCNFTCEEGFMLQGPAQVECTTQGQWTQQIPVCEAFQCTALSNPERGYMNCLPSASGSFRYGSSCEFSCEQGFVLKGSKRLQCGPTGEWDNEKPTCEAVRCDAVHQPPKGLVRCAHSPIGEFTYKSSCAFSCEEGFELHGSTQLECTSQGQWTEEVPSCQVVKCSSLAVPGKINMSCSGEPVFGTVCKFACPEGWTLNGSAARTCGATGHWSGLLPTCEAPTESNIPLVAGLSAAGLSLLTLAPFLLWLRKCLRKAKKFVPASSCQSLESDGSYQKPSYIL
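Read-out: % PE-positive cells | Test system: HUVEC | Doses: One compound dose added by pin transfer | Buffer or medium: EGM-2 over gelatin coat | Signal: Immunofluorescence imaging | Benchmarks: TNF-alpha, DMSO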
The depositor's hits bear a star; & = joins results of further samples.

`Cc1cc(C)cc(OCC(=O)NNC(=O)C2CCCO2)c1` (stereo not given) gave EWS-Fli block -8.0, FN deposition inh 6.4, S100A4 MyoIIA 4.0, XiGFP reactiv -0.1, RAD52 anneal inh -4.9 and E-selectin induc 4.1.
`NC(=O)C1CCN(C(=O)COc2ccc3c(c2)oc(=O)c2ccccc23)CC1` gave esBAF inh 5.1, EWS-Fli block -13.5, RAD54 inh 7.9, S100A4 MyoIIA 0.6 and RAD52 anneal inh 0.3.
For C[C@@H]1CN([C@H](C)CO)S(=O)(=O)c2ccc(-c3cccc(C(=O)N(C)C)c3)cc2O[C@@H]1CN(C)C(=O)Cc1ccccn1 the results were esBAF inh -4.7, EWS-Fli block -2.5, RAD54 inh 7.8, FN deposition inh -12.2, S100A4 MyoIIA 10.6, XiGFP reactiv -0.2, RAD52 anneal inh 3.5 and E-selectin induc -0.3.
CN(C)c1ccc(NC(=O)c2ccc3nc[nH]c3c2)cc1 was read as esBAF inh 47.6*, EWS-Fli block -75.8, RAD54 inh 3.1, FN deposition inh 12.8, S100A4 MyoIIA -1.0, XiGFP reactiv 0.2, RAD52 anneal inh -6.3 and E-selectin induc 0.0.
For O=c1[nH]c2cc3c(cc2cc1CN(Cc1ccco1)C(=S)NCCCN1CCOCC1)OCCO3 the results were EWS-Fli block -2.2, FN deposition inh 4.5, S100A4 MyoIIA -3.5, XiGFP reactiv 0.0 and RAD52 anneal inh 4.3.
COc1cccc(C(O)c2nc(-c3ccc(N(C)C)cc3)cs2)c1 (stereo not given) was read as esBAF inh 45.3*, EWS-Fli block -34.3, RAD54 inh -1.6, FN deposition inh 2.4, S100A4 MyoIIA 21.7, XiGFP reactiv -0.1 and RAD52 anneal inh -10.5.
Screening CCCS(=O)(=O)N1CCn2c(nc3ccccc32)C1 returned esBAF inh -9.1, EWS-Fli block -3.3, RAD54 inh -5.8, FN deposition inh -3.4, S100A4 MyoIIA -0.7, XiGFP reactiv 0.1 and RAD52 anneal inh 4.7.
C[C@H](CO)N1C[C@H](C)[C@H](CN(C)C(=O)NC2CCCCC2)Oc2cc(C#Cc3ccc(F)cc3)ccc2S1(=O)=O was read as esBAF inh 5.2, EWS-Fli block 5.6, RAD54 inh -5.5, FN deposition inh -8.1, S100A4 MyoIIA 14.1, XiGFP reactiv -0.6, RAD52 anneal inh -4.7 and E-selectin induc 0.8.
CN(C)CC(=O)N1[C@H](C#N)[C@@H](c2ccccc2-c2cccc(C(=O)N(C)C)c2)[C@H]1CO was read as EWS-Fli block 9.8, FN deposition inh -6.3, S100A4 MyoIIA 1.0, XiGFP reactiv 0.3, RAD52 anneal inh 2.3 and E-selectin induc -0.1.
Cc1ccc(NC(=O)c2cc(=O)[nH]c3ccc(S(=O)(=O)N4CCOCC4)cc23)cc1 was read as esBAF inh 1.3, EWS-Fli block -5.7, RAD54 inh -1.8, FN deposition inh -0.3, S100A4 MyoIIA -1.3, XiGFP reactiv 0.0 and RAD52 anneal inh -9.8.
For Cc1ccc(/C=N/NC(=O)c2nnn(-c3nonc3N)c2CSc2ccccc2)s1 the results were esBAF inh -4.2, RAD54 inh -6.5, FN deposition inh -5.6, S100A4 MyoIIA 0.0, XiGFP reactiv 0.0 and RAD52 anneal inh -14.0.
`CC(C)NC(=O)C1(C)CCN1Cc1ccc(-c2ccccc2)cc1` (stereo not given) gave esBAF inh 1.4, EWS-Fli block 15.1, RAD54 inh -6.6, FN deposition inh 0.6, S100A4 MyoIIA -3.0, XiGFP reactiv -0.1, RAD52 anneal inh -16.4 and E-selectin induc 0.1.
Screening CC1(C(=O)NS(=O)(=O)c2ccccc2)CCN1C(=O)CC1CCCCC1 (stereo not given) returned esBAF inh -7.5, EWS-Fli block 0.9, RAD54 inh 3.5, S100A4 MyoIIA 4.8, XiGFP reactiv 0.1, RAD52 anneal inh -1.2 and E-selectin induc -0.3.
`C[C@@H]1CN([C@@H](C)CO)C(=O)Cc2cc(NC(=O)CCN3CCOCC3)ccc2O[C@H]1CN(C)S(=O)(=O)c1cccs1` gave esBAF inh 4.0, EWS-Fli block 2.9, RAD54 inh -3.7, S100A4 MyoIIA 2.7, XiGFP reactiv 0.0, RAD52 anneal inh 3.9 and E-selectin induc -10.0.
Screening Nc1ccc(OCCCc2c(N)nc(N)nc2N)cc1 returned esBAF inh -4.1, EWS-Fli block -0.3, RAD54 inh 7.6, FN deposition inh 5.9, S100A4 MyoIIA 7.2, XiGFP reactiv 0.2, RAD52 anneal inh 5.0 and E-selectin induc 0.0.
`Cc1ccc(-c2c(NCCc3ccccc3)c(=O)c2=O)cc1` gave esBAF inh 6.3, EWS-Fli block -0.6, RAD54 inh 5.6, FN deposition inh -3.9, S100A4 MyoIIA -3.5, XiGFP reactiv 0.1, RAD52 anneal inh -13.0 and E-selectin induc 0.1.
For O=[N+]([O-])c1ccc(N2CCN(C(=S)c3cccc([N+](=O)[O-])c3)CC2)cc1 the results were EWS-Fli block 15.3, RAD54 inh -2.0, FN deposition inh -1.4, S100A4 MyoIIA -2.1, XiGFP reactiv -0.1 and RAD52 anneal inh -3.0.
For Cc1ccc(F)c(S(=O)(=O)NC(=O)C2(C)CCN2C(=O)c2cccc3ccccc23)c1 (stereo not given) the results were esBAF inh 3.8, EWS-Fli block 0.1, RAD54 inh 6.3, FN deposition inh -1.9, S100A4 MyoIIA -1.0, XiGFP reactiv 0.2, RAD52 anneal inh -17.8 and E-selectin induc -0.3.
C[C@H](CO)N1C[C@H](C)[C@H](CN(C)C(=O)Nc2ccc(C(F)(F)F)cc2)Oc2c(NC(=O)Nc3ccc4c(c3)OCO4)cccc2C1=O was read as esBAF inh 1.5, EWS-Fli block -6.2, RAD54 inh 4.8, S100A4 MyoIIA 1.2, XiGFP reactiv -0.1, RAD52 anneal inh 22.4 and E-selectin induc -9.1.
For CCc1cccc(NC(=O)CN(C)C2=NS(=O)(=O)c3ccccc32)c1 the results were esBAF inh -3.5, EWS-Fli block -3.2, RAD54 inh 0.0, FN deposition inh 3.8, S100A4 MyoIIA -2.1, XiGFP reactiv 0.1, RAD52 anneal inh -3.3 and E-selectin induc 1.7.
Screening COc1ccccc1-c1cn(CC[C@H]2CC[C@@H](NC(=O)C3CCC3)[C@@H](CO)O2)nn1 returned esBAF inh -4.4, EWS-Fli block -5.3, RAD54 inh -4.2, S100A4 MyoIIA -4.6, XiGFP reactiv 0.9, RAD52 anneal inh -6.8 and E-selectin induc 0.4.
CCC(=O)Nc1ccc2c(c1)OC[C@@H](C)N(C(=O)CN(C)C)C[C@H](C)[C@H](OC)CN(C)C2=O was read as esBAF inh -0.9, EWS-Fli block 5.2, RAD54 inh -7.5, FN deposition inh -11.0, S100A4 MyoIIA 9.5, XiGFP reactiv 0.3, RAD52 anneal inh 0.7 and E-selectin induc -0.2.
For Cc1ccc(CN2CC(=O)N3[C@H]4c5cc(Cl)ccc5OC[C@@H]4[C@H](c4ccccc4)[C@]3(C)C2=O)cc1 the results were esBAF inh -6.1, EWS-Fli block 1.1, RAD54 inh -4.9, FN deposition inh 18.0, S100A4 MyoIIA -1.3, XiGFP reactiv 0.0, RAD52 anneal inh -51.3 and E-selectin induc -0.1.
COc1ccc(NS(=O)(=O)c2cc(NC(=O)C3=NN(c4ccccc4)C(=O)CC3)ccc2OC)cc1 was read as esBAF inh 3.8, EWS-Fli block -5.8, RAD54 inh 9.2, FN deposition inh 0.6, S100A4 MyoIIA -1.6, XiGFP reactiv -0.1 and RAD52 anneal inh -16.0.
`COc1cc(O)c(C(CC(=O)N2CCCC(C)C2)c2cc(OC)c(OC)c(OC)c2)c(OC)c1` (stereo not given) gave esBAF inh -6.7, EWS-Fli block -3.8, RAD54 inh -0.6, FN deposition inh -7.3, S100A4 MyoIIA -2.3, XiGFP reactiv 0.0, RAD52 anneal inh -2.7 and E-selectin induc -0.1.
For CCOc1ccc(C(=O)Nc2ccc(NC(=O)c3ccccc3)c(C)c2)cc1[N+](=O)[O-] the results were esBAF inh -6.3, EWS-Fli block 18.7, RAD54 inh 15.8, FN deposition inh 2.6, S100A4 MyoIIA -12.4, XiGFP reactiv 0.1 and RAD52 anneal inh -8.6.
C[C@H](CO)N1C[C@H](C)[C@@H](CN(C)C(=O)C2CCCCC2)OCc2cnnn2CCCC1=O was read as esBAF inh -2.8&1.3&-0.7, EWS-Fli block 9.9&-5.1&0.7, RAD54 inh -7.3&9.1, FN deposition inh -11.6&-4.3, S100A4 MyoIIA 0.1&40.6&5.6, XiGFP reactiv 0.3&-0.1, RAD52 anneal inh 1.5&9.4&0.9 and E-selectin induc 1.0&0.5.
For CC(C)NC(=O)Nc1ccc2c(c1)C(=O)N([C@@H](C)CO)C[C@H](C)[C@H](CN(C)S(=O)(=O)c1cn(C)cn1)OCCCC[C@H](C)O2 the results were esBAF inh -5.0, EWS-Fli block -5.6, RAD54 inh 3.5, FN deposition inh -11.6, S100A4 MyoIIA -7.3, XiGFP reactiv 0.3 and RAD52 anneal inh 0.2.
For CCCCOC(=O)c1ccc(NC(=S)NC(=O)c2c(Br)c(C)nn2C)cc1 the results were EWS-Fli block 17.1, RAD54 inh 0.5, FN deposition inh 2.5, S100A4 MyoIIA -3.8, XiGFP reactiv 0.1 and RAD52 anneal inh -13.6.
`C=CCNC(=O)COc1ccc(S(=O)(=O)NC2CCCCC2)cc1` gave esBAF inh -5.0, EWS-Fli block 4.3, RAD54 inh 1.8, S100A4 MyoIIA 0.0 and RAD52 anneal inh -14.6.
`COc1cc(CC(=O)OCC(=O)Nc2cccc([N+](=O)[O-])c2)cc(OC)c1OC` gave EWS-Fli block 14.3, FN deposition inh 14.7, S100A4 MyoIIA 0.0, XiGFP reactiv 0.5, RAD52 anneal inh -0.1 and E-selectin induc -1.3.
`C/C=C/c1ccc2c(c1)O[C@@H](CN(C)C(=O)C1CCOCC1)[C@@H](C)CN([C@@H](C)CO)S2(=O)=O` gave esBAF inh 0.2, EWS-Fli block -8.5, RAD54 inh -4.5, FN deposition inh -1.2, S100A4 MyoIIA -38.2, XiGFP reactiv -0.5, RAD52 anneal inh 4.0 and E-selectin induc 0.5.
Screening Cc1ccc[n+](CC(=O)Nc2nc3ccccc3s2)c1 returned EWS-Fli block 8.3, FN deposition inh 2.2, S100A4 MyoIIA 5.3, XiGFP reactiv 0.3, RAD52 anneal inh -19.0 and E-selectin induc 1.8.
